EBI2 antag – blocks human EBI2 receptor beta-arrestin signaling. P32249. EBI2 beta-arrestin recruitment, luminescence, 7a,25-OHC stimulated. inhibition, % at 5 µM. hit rate 0.81% among 360,000. AID 651636; in the data active = inhibition above about 38%;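 note: enzyme fragment complementation signal reports receptor beta-arrestin coupling in cells; 0% = agonist plus DMSO wells and 100% = wells without agonist; some results beyond the cut were filed as inactive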
Target sequence (P32249 whole entry, looked up, the tested form may be a part): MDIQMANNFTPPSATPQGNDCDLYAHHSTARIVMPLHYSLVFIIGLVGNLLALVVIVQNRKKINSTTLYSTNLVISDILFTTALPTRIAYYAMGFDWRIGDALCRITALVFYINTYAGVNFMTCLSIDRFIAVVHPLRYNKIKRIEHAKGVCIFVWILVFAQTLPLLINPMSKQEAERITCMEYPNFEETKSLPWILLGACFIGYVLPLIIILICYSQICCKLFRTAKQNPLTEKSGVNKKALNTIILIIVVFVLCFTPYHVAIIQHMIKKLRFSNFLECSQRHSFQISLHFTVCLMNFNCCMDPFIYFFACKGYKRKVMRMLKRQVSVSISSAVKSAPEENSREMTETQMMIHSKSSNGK
APOBEC3A inh – human APOBEC3A DNA deaminase inhibition; inhibition, % at 20 µM; recombinant A3A, FAM/TAMRA ssDNA deamination fluorescence; P31941; hit rate 0.41% among 330,000;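 active = at least 40% inhibition at 20 µM here, with at most 30% in a related deaminase screen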;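 note: plate controls were A3A with DMSO for no effect and wells lacking A3A enzyme for full effect; some results filed as inactive read as strong as hits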
MPTP inh – inhibitors of mitochondrial permeability transition pore. isolated mouse mitochondria, Ca2+ swelling absorbance, 30 min. inhibition, % at 10 µM. hit rate 1.4% among 360,000;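 active = inhibition of 50% or more, scaled per plate between neutral and stimulator controls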;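 note: 0% = DMSO wells given calcium and 100% = 1 mM EGTA wells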
CCR6 antagonist – CCR6 (human) receptor antagonism | P51684 | CHO-K1 CCR6 PathHunter beta-arrestin, luminescence, CCL20-stimulated | inhibition, % at 20 µM | hit rate 0.49% among 340,000;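 active = compounds whose inhibition of the agonist-driven luminescence signal at 20 µM reaches about 50%, limit read from the data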;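 note: cells stimulated with CCL20 at 14 nM final; plate controls were DMSO with CCL20 for no effect and DMSO without agonist for full effect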
Target sequence (P51684 whole entry, looked up): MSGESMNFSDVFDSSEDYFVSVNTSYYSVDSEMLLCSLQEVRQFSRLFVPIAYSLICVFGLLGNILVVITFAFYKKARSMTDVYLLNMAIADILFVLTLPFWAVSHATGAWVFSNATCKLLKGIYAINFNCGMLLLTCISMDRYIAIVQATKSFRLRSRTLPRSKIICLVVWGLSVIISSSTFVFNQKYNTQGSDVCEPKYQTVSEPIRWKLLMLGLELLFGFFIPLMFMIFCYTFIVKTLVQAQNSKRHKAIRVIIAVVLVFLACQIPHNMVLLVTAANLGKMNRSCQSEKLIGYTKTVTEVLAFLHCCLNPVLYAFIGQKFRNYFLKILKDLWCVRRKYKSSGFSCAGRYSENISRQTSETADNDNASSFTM
A3G deaminase – inhibitors of human APOBEC3G DNA deaminase | AID 493012 | inhibition, % at 20 µM | recombinant A3G, ssDNA deamination FAM/TAMRA fluorescence | hit rate 0.28% among 330,000 | Q9HC16;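 active = inhibition of at least 40% at 20 µM, with no more than 30% in the related APOBEC3A deaminase screen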;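 note: plate controls were DMSO wells with A3G for no effect and wells lacking A3G enzyme for full effect; some compounds called inactive have numbers as strong as hits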
NR3A LBD binder – modulators (binders) of human NR3A ligand-binding domain. AID 1259313. Tm shift relative to glycine control, % at 25 µM. NR3A LBD differential scanning fluorimetry, Tm shift; 0% = protein alone, 100% = glycine-bound protein. hit rate 2.5% among 340,000;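 active = melting temperature shift of at least 10% of the positive control shift, at one fixed dose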
CXCR6 inh – CXCR6 (human) receptor inhibition; O00574; CHO-K1 PathHunter CXCR6 beta-arrestin, luminescence; inhibition, % at 20 µM; hit rate 0.36% among 360,000; in the data active = inhibition above about 34%, passing the limit was not always enough;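 note: antagonist mode with CXCL16 agonist at 10 nM final; 0% = 10 nM CXCL16 with DMSO and 100% = unstimulated wells without agonist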
Gli-Sufu block – blocks Gli-Sufu signaling in a luciferase reporter | Sufu-KO-LIGHT fibroblasts, Gli luciferase reporter luminescence | hit rate 0.74% among 340,000 | AID 588413 | inhibition, % at 5 µM;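 active = inhibition above about 55%, limit read from the data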;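 note: 0% = DMSO-treated cells and 100% = wells with medium but no cells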
Starred values were filed as active, the others as inactive; nt = no result given.

SMILES	EBI2 antag	APOBEC3A inh	MPTP inh	CCR6 antagonist	A3G deaminase	NR3A LBD binder	CXCR6 inh	Gli-Sufu block
N#CC1C(=O)NC(=O)CC12CCCCC2 (centres undefined)	-1	nt	-0.5	2	nt	0	0	0
CCOC(=O)CSc1nc2cc(C(=O)NCC3CCCO3)ccc2c(=O)n1Cc1ccco1 (centres undefined)	-2	-5	1.0	0	-8	0	7	6
COc1cc(NC(=O)NC(C)(C(F)(F)F)C(F)(F)F)cc(OC)c1OC	5	-2	5.8	-1	-4	-2	-4	0
CCC(C)S(=O)(=O)c1snnc1C (centres undefined)	11	4	-1.2	-26	2	0	-2	1
CC(=O)N(Nc1ccccc1)c1ccccc1	-5	1	0.8	11	-7	-2	1	11
CSc1nc2ccccc2c(=O)n1N	-1	-4	-1.5	21	-9	7	4	-2
CC(=O)NC(CC(=O)Nc1cc(Cl)ccc1-n1cncn1)c1ccccc1 (centres undefined)	-10	13	-1.7	4	-7	-3	4	-9
COC(=O)C1CCN(C(=O)CSc2nc3nc(C)cc(C)n3n2)CC1	-15	6	-1.6	4	-1	1	-7	1
Cc1cc(C)c(C)c(S(=O)(=O)N2CCCN(C)CC2)c1C	-4	-2	0.0	4	-10	1	3	5
COc1ccc(CCN(CC(=O)NCc2ccc(F)cc2)C(=O)c2snc(C(N)=O)c2N)cc1OC	12	0	1.0	12	-5	0	5	-12
CNc1nccc(-c2ccc(F)cc2)c1C#N	-12	0	-2.7	-1	-8	0	-6	-7
Cc1cc(C)nc(NN2C(=O)/C(=C/c3ccccc3)SC2=S)n1	-12	5	1.5	15	-8	2	-6	-2
O=c1cc(CSc2ccccc2)[nH]c2ccccc12	-4	-1	7.3	2	-8	1	0	7
CC1(C)C2CC=C(/C=N/NC(=O)c3ccccc3O)C1C2 (centres undefined)	1	-3	50*	10	-6	-8	3	1
CCOC(=O)NC(=O)COC(=O)CNC(=O)c1ccc(OCC)c(OCC)c1	-5	-2	-0.1	-11	-6	0	-2	4
CC(C)(Cl)C1Cc2cc3ccc(=O)oc3cc2O1 (centres undefined)	2	-5	0.4	2	-9	2	8	-27
COc1ccccc1-c1sc2cc3c(cc2c1C#Cc1ccccn1)OCO3	1	3	0.1	17	-4	-6	-4	-4
COC(=O)c1ccc(C2CC(=O)Nc3cc(OC)c(OC)c(OC)c32)cc1 (centres undefined)	-5	0	-1.5	-10	1	-1	-6	2
O=C(CSc1nncn1-c1cccnc1)Nc1cccc(C(F)(F)F)c1	-8	-1	0.0	4	-10	4	-3	20
CC(=O)Nc1ccc(S(=O)(=O)N(C)CC(=O)OCC(=O)c2ccc3c(c2)NC(=O)CO3)cc1	-6	3	0.5	3	10	0	-4	0
Cc1[nH]c2ccc(C(=O)O)cc2c1C	4	-4	-2.1	2	-7	0	3	2
N/N=C1\CCCc2nonc21	-5	5	-0.6	-5	-5	-5	3	1
CSc1sc(-c2nnc(SCC(=O)Nc3ccc(Cl)cc3)n2C)c2c1C=CCC2	3	8	9.3	11	4	3	3	-2
COC(=O)CN1C2(C#N)CCCCC2CC2CCCCC21C#N (centres undefined)	-2	-1	-1.0	11	-7	0	-4	-1
COc1cccc(-n2c(-c3ccc4[nH]c(C)c(C)c4c3)n[nH]c2=S)c1	13	-4	0.5	-2	-8	-14	-3	-4
CNC(=O)C1CC(=O)N(CCc2ccccc2)C(=Nc2ccc(OC)cc2)S1 (centres undefined)	-4	0	-1.1	26	-3	1	-7	0
Cc1cc(C)n(CC(C)NC(=O)CCc2nnc(CCc3ccccc3)o2)n1 (centres undefined)	28	1	1.3	4	-8	1	4	-2
O=C1OC(c2ccccc2)Sc2ccccc21 (centres undefined)	8	nt	-3.9	8	nt	-7	8	-6
CC(=O)Nc1ccc(/C=C(\C#N)C(=O)NCc2ccccc2)cc1	-11	-5	1.2	7	-8	-2	-11	-11
Cc1ccc(S(=O)(=O)Nc2cccnc2Oc2ccc(Cl)cc2)cc1	11	4	8.6	5	18	2	-2	-1
CC(C)c1csc(CN2CCN(Cc3ccccc3)C(CCO)C2)n1 (centres undefined)	-7	0	-0.8	5	-3	-1	11	4
C[C@@H]1COC(=O)[C@@H](Cc2ccc(F)cc2)C/C=C\C[C@@H](CC(=O)NCCO)C(=O)N1	0	-1	1.1	2	0	1	-12	2
O=C1/C(=N\O)Cc2ccccc21	-6	1	0.6	-4	2	1	2	3
Cc1ccc(S(=O)(=O)NC(=O)Nc2nnc(C)s2)cc1	4	-5	-0.6	0	-5	-3	4	2
Cc1ccc(N2CC(C(=O)NCC3CCCO3)CC2=O)cc1Cl (centres undefined)	-3	-12	-1.2	-21	-1	1	-2	4
CCOC(=O)c1c(C)[nH]c(O)c1C=Nc1ccc(C(F)(F)F)cc1	5	-4	1.5	-7	-5	-2	4	-2
CCC(=O)N1CCN(c2c(Cl)cccc2[N+](=O)[O-])CC1	-3	2	-12	18	-4	-1	4	-41
Nc1nc2ccc(Oc3ccccc3)cc2s1	2	nt	2.0	7	nt	-1	-1	-76
CCOC(=O)C1=C(c2ccccc2)Nc2ncnn2C1c1cc(OC)cc(OC)c1OC (centres undefined)	-5	5	0.0	5	-6	-1	-8	2
CC(=O)c1cc2c(cc1NC(=O)CN1CCCCCC1)OCO2	-1	1	1.8	-9	-2	0	-3	-2
COCCCn1c(SCC(=O)N2CCc3ccccc32)nnc1-c1ccoc1C	5	-3	-2.8	-1	-3	-1	5	-13
O=C(O)C(=Cc1ccccc1)Cc1ccccc1	-7	nt	-0.8	-1	nt	-4	-8	3
Cc1ccc(N2C(=O)CN(Cc3sccc3C)C2=S)cc1C	9	3	-2.2	2	-1	-1	-1	5
CCCCOP(=O)(c1ccc(N(C)C)cc1)C(O)c1ccc(N(C)C)cc1 (centres undefined)	2	0	0.4	4	-3	-1	4	4
CN(NS(=O)(=O)c1ccc(Cl)cc1)c1nc(C(F)(F)F)nc2ccccc12	-4	3	6.9	-1	0	-22	-13	3

Reprinted at random: 2 entries already listed
SMILES	EBI2 antag	APOBEC3A inh	MPTP inh	CCR6 antagonist	A3G deaminase	NR3A LBD binder	CXCR6 inh	Gli-Sufu block
Cc1ccc(N2CC(C(=O)NCC3CCCO3)CC2=O)cc1Cl (centres undefined)	-3	-12	-1.2	-21	-1	1	-2	4
O=C(O)C(=Cc1ccccc1)Cc1ccccc1	-7	nt	-0.8	-1	nt	-4	-8	3

(continued)
SMILES	EBI2 antag	APOBEC3A inh	MPTP inh	CCR6 antagonist	A3G deaminase	NR3A LBD binder	CXCR6 inh	Gli-Sufu block
CN(C)CCCNC(=O)c1ccc(-c2cc(O)c3ncccc3c2)cc1	-19	3	-0.7	-23	-5	-3	-12	-5
COC(=O)CN1C(=O)[C@H]2[C@@H](c3ccc(C)o3)N3C(=O)CN(Cc4ccccc4)C(=O)[C@@]3(Cc3ccccc3)[C@H]2C1=O	-1	-3	0.9	0	-10	1	-5	-17
COc1cccc(NC(=O)COC(=O)c2c(F)cccc2F)c1	-9	9	1.7	7	3	-1	5	-5
O=C(/C=C/c1cccc([N+](=O)[O-])c1)NCCN1C(=O)S/C(=C\c2ccc(F)cc2)C1=O	1	-2	8.1	-3	-4	-3	-17	-5
CSc1ccc(/C=N/N2CCN(C)CC2)cc1	-4	-3	-0.5	-4	-10	1	-4	-56
COc1ccc(Oc2ccc(/C=C/C(=O)c3ccc(O)cc3)cc2[N+](=O)[O-])cc1	79*	7	88*	43	2	20*	5	23
O/N=C1/CC/C(=N\O)c2nn(-c3ccccc3)nc21	1	1	0.6	5	0	0	-10	-7
COc1ccc(S(=O)(=O)c2c[nH]c(=S)[nH]c2=O)cc1Cl	4	-2	1.4	5	-4	4	4	nt
Cc1ccc2c(c1)N(CC(=O)NCCCN1CCCCC1)C(=O)c1cccnc1O2	-2	1	-3.4	-11	-11	0	0	-6
N#Cc1ccccc1NC(=O)CN1C(=O)NC2(CCCC2)C1=O	0	-1	-1.5	14	-10	1	-2	-4
CCOc1ccc(NC(=O)c2cc([N+](=O)[O-])ccc2N2CCOCC2)cc1	13	-1	0.4	12	-12	-5	0	4

Shown field by field: entries from further up
COc1cccc(NC(=O)COC(=O)c2c(F)cccc2F)c1
  EBI2 antag = -9 | APOBEC3A inh = 9 | MPTP inh = 1.7 | CCR6 antagonist = 7 | A3G deaminase = 3 | NR3A LBD binder = -1 | CXCR6 inh = 5 | Gli-Sufu block = -5

O=C(/C=C/c1cccc([N+](=O)[O-])c1)NCCN1C(=O)S/C(=C\c2ccc(F)cc2)C1=O
  EBI2 antag = 1 | APOBEC3A inh = -2 | MPTP inh = 8.1 | CCR6 antagonist = -3 | A3G deaminase = -4 | NR3A LBD binder = -3 | CXCR6 inh = -17 | Gli-Sufu block = -5

CSc1ccc(/C=N/N2CCN(C)CC2)cc1
  EBI2 antag = -4 | APOBEC3A inh = -3 | MPTP inh = -0.5 | CCR6 antagonist = -4 | A3G deaminase = -10 | NR3A LBD binder = 1 | CXCR6 inh = -4 | Gli-Sufu block = -56

COc1ccc(Oc2ccc(/C=C/C(=O)c3ccc(O)cc3)cc2[N+](=O)[O-])cc1
  EBI2 antag = 79* | APOBEC3A inh = 7 | MPTP inh = 88* | CCR6 antagonist = 43 | A3G deaminase = 2 | NR3A LBD binder = 20* | CXCR6 inh = 5 | Gli-Sufu block = 23

Source: PubChem BioAssay
